Screens deposited in PubChem BioAssay by several laboratories.
HTR5A ag – HTR5A agonism, opioid heterodimer counter-screen | P47898 | HTR5A agonist assay, luminescence, cell-based | activation, % at 9.3 µM | actives 0.61% (n = 340,000) | AID 504692; in the data active = activation mostly above about 9.5%, no sharp cut-off; inactive = mostly below about 7.6%;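 also: 0% = cells with vehicle only and 100% = reference agonist; strong numbers were not always called active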
Target sequence (P47898 whole entry, looked up): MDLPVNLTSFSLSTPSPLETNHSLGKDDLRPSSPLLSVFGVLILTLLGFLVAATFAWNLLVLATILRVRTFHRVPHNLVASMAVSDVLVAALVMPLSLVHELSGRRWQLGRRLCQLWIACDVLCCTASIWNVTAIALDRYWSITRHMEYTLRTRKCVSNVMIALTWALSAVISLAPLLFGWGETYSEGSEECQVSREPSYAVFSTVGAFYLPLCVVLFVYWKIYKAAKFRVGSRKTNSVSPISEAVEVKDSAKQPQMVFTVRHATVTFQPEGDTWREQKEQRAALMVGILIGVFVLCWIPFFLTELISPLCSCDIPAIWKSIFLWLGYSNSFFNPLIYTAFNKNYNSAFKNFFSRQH
LANA DNA inh – blocks KSHV LANA C-terminal domain binding to DNA | MBP-C-LANA/FAM-LBS DNA binding, fluorescence polarization | inhibition, % at 9 µM | actives 0.078% (n = 340,000) | AID 504423;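 active = highest replicate inhibition at or above 60% at 9 µM, even if other replicates fall short; inactive = all replicates below 60% inhibition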;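 also: 0% = neutral control wells and 100% = 4 µM acridine orange control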
Keap1 Nrf2 FP – Keap1-Nrf2 (human) interaction inhibition; Q14145; Keap1 Kelch-Nrf2 peptide fluorescence polarization, 1536-well; inhibition, % at 9.4 µM; actives 0.15% (n = 340,000); in the data active = inhibition above about 12%;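 also: human Keap1 Kelch domain with fluorescein labeled Nrf2 9mer peptide probe; 0% = neutral control wells and 100% = peptide positive control; higher means more block of Keap1 binding to Nrf2 peptide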
Target sequence (Q14145 whole entry, looked up, the tested form may be a part): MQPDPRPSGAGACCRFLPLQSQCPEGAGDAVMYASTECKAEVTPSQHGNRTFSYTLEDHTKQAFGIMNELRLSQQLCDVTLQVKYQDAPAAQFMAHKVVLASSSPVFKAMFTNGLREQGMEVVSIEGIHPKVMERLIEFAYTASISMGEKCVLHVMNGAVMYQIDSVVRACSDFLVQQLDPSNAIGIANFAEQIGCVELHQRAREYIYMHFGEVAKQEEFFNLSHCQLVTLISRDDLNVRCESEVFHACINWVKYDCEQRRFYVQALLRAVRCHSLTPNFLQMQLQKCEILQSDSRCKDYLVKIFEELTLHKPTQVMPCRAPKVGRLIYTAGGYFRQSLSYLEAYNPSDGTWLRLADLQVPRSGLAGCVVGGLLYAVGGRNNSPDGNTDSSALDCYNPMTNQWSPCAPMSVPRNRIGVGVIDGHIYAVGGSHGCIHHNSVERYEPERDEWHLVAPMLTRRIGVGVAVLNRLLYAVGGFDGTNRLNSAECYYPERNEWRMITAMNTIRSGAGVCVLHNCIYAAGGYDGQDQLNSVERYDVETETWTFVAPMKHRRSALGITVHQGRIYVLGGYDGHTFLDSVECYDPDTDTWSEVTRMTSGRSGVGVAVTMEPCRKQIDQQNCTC
CAL-PDZ inh HTS – blocks peptide binding to the human CAL PDZ domain. Q9HD26. purified CAL PDZ, TMR-peptide fluorescence polarization, 1 h. inhibition, % at 24.9 µM. actives 0.92% (n = 300,000);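 active = mean inhibition of at least 30% with at least half of replicates also reaching 30%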;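 also: 0% = DMSO neutral control and 100% = excess unlabeled competitor peptide PRC23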
RTF Ca sens act – increases calcium sensitivity of human cardiac regulated thin filaments; actives 0.24% (n = 340,000); AID 493008; P19429+P45379; activation, % at 7.2 µM; IANBD-labeled TnC RTF fluorescence at EC20 calcium; 0% EC20 calcium, 100% full calcium;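 active = activation above the mean over all tested compounds plus 3 SD, cut at about 30% in these data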;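 also: rise in fluorescence read as greater calcium sensitivity of cardiac thin filaments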
HTR5A inv ctr – counter-screen for OPRM1-OPRD1 inverse agonists: human HTR5A inverse agonism. P47898. HTR5A cell line, luminescence. inhibition, % at 9.3 µM. actives 0.083% (n = 340,000); in the data active = inhibition mostly above about 23%, no sharp cut-off; inactive = mostly below about 18%;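 also: 0% = cells with DMSO and 100% = no-cell wells with DMSO; some compounds called inactive have numbers as strong as hits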
Cardiac RTF inh – cardiac RTF calcium desensitization; IANBD-labeled cardiac RTF, Ca2+ fluorescence; inhibition, % at 7.15 µM; actives 0.12% (n = 340,000); AID 493244;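 active = inhibition above the mean inhibition of all tested compounds plus 3 SD, cut at about 17% in these data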;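 also: assay run at fixed EC70 calcium of 1.6 mM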
V-ATPase pH – yeast V-ATPase proton transport regulation by pHLuorin; S. cerevisiae, pHLuorin cytosolic pH fluorescence; response, % at 10 µM; actives 0.37% (n = 350,000); in the data active = response mostly above about 7.3%, no sharp cut-off; inactive = mostly below about 5.4%; also: actives read high; inactives centre near 0; some compounds called inactive have numbers as strong as hits; reference of the scale not given here
OPRM1-OPRD1 inv – inverse agonist of human OPRM1-OPRD1 heterodimerization. cell-based MOR-DOR heterodimer luminescence, inverse agonism. inhibition, % at 9.3 µM. actives 0.21% (n = 340,000). AID 504357; in the data active = inhibition above about 22%, passing the limit was not always enough;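 also: 0% = cells with DMSO and 100% = wells without cells with DMSO; values of inactives mirror those of a sister screen read the other way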
MOR-DOR ag – agonists of human mu-delta opioid receptor heterodimerization. P35372+P41143. activation, % at 9.3 µM. actives 0.3% (n = 340,000). cells, OPRM1-OPRD1 heterodimerization, luminescence; in the data active = activation above about 18%;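 also: 0% = vehicle-treated cells and 100% = reference agonist; values of inactives mirror those of a sister screen read the other way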
Numbers without * were called inactive; / = no result given.

Molecule,HTR5A ag,LANA DNA inh,Keap1 Nrf2 FP,CAL-PDZ inh HTS,RTF Ca sens act,HTR5A inv ctr,Cardiac RTF inh,V-ATPase pH,OPRM1-OPRD1 inv,MOR-DOR ag
CCCNC(=O)c1ccccc1NC(=O)COc1ccc(OC)cc1,2.4,-0.9,-1.6,/,-1.2,2.9,-10.8,-2.2,-4.1,0.8
COC(=O)C1CCC(=O)N1C(c1ccc(OC)cc1)c1cc(OC)c(OC)c(OC)c1 (configuration not stated),6.0,-0.8,-4.6,-8.1,-4.0,-23.0,2.2,6.2,3.5,-0.8
CCCOc1nc(N)c(C#N)c(-c2ccccc2F)c1C#N,-0.2,-2.0,8.1,-1.9,-7.3,-9.2,3.8,0.1,-1.6,0.3
CC(=O)c1cc2c(cc1NC(=O)C1CC1)OCO2,0.8,-1.6,-7.1,/,1.0,-10.5,-2.1,7.3,3.2,-0.8
OC(COc1ccccc1)CN1CCN(c2ccccc2)CC1 (configuration not stated),0.5,0.5,-2.3,4.1,1.9,-2.2,-4.2,1.1,3.9,-0.7
CCOC(=O)Cn1ncc(-c2ccccc2)c1N,2.7,0.0,-0.5,5.4,5.8,-8.3,-2.0,2.5,4.8,-0.9
C=CCNc1nc(N)c([N+](=O)[O-])c(N2CCCCCC2)n1,6.8,1.4,4.0,-3.7,2.3,-26.8,-0.5,-1.9,11.3,-2.0
Cc1ccc(S(=O)(=O)NCc2ccccc2)cc1C(=O)NCC(C)(C)N1CCOCC1,-5.3,-0.8,-0.7,-0.9,-2.5,16.2,2.2,1.6,6.4,-1.0
CC(=O)Nc1c(Br)cc2c(c1Br)Cc1cc([N+](=O)[O-])ccc1-2,3.7,-1.8,-5.4,-0.8,9.8,-14.5,0.8,4.6,-55.9,10.9
CCOc1ccc(N(CC(=O)N/N=C/c2cc(Br)c(C)o2)S(C)(=O)=O)cc1,0.1,-1.3,3.6,-2.6,0.4,-0.2,-3.4,0.7,-5.4,1.0
COC(=O)c1ccc(NC(=O)c2ccc3nccnc3c2)cc1,1.6,1.1,-1.3,-3.2,-2.9,-12.4,-7.9,2.5,-13.5,1.6
COc1ccc(CNC(=O)Cn2nc(C(F)(F)F)c3c2CCC3)cc1,3.5,0.7,-5.0,0.9,-2.4,-9.7,2.0,1.5,8.4,-1.9
CCC(=O)c1ccc(-c2ccccc2)cc1,-0.9,1.6,3.2,-1.4,-4.4,3.3,-3.3,-0.8,0.5,-0.1
Cc1onc(-c2ccccc2Cl)c1C(=O)N1CCN(C(=O)c2ccco2)CC1,8.3,-1.6,2.9,1.0,4.1,18.1,-8.0,-0.8,-1.6,0.3
CC1CC(C)CN(C(=O)c2ccc3c(=O)n(Cc4ccc5c(c4)OCO5)c(=S)[nH]c3c2)C1 (configuration not stated),-0.7,1.8,0.4,1.0,4.5,-26.6,-3.1,-3.0,-0.8,0.1
COCc1cc(C)nc(SCC(=O)Oc2ccc(Cl)cc2)c1C#N,-5.6,-0.2,-8.2,-0.6,4.5,22.5,-12.2,-2.1,12.1,-2.5
O=c1[nH]c(/C=C\c2ccccc2F)nc(O)c1[N+](=O)[O-],1.3,1.4,-2.9,/,-0.5,-4.9,1.4,1.3,15.6,-3.4
COc1ccc(NC(=O)COc2ccccc2)cc1NC(=O)c1ccco1,-0.4,8.3,-3.9,-0.9,-3.6,1.4,-10.2,-0.4,10.9,-2.4
Cc1csc2nc(CNC(=O)c3ccco3)cn12,0.1,1.2,-2.8,-2.0,5.8,2.7,-1.0,-6.7,8.1,-1.4
CCOc1cc(/C=C2\SC(=NC)N(C)C2=O)c(Br)cc1OC(C)=O,0.2,-0.4,-0.1,-1.4,-5.5,-0.7,-7.6,-0.3,-6.6,1.4

Some values from the list.
CAL-PDZ inh HTS result of COCc1cc(C)nc(SCC(=O)Oc2ccc(Cl)cc2)c1C#N : -0.6
V-ATPase pH result of CC(=O)Nc1c(Br)cc2c(c1Br)Cc1cc([N+](=O)[O-])ccc1-2 : 4.6

Remaining list, next part.
Molecule,HTR5A ag,LANA DNA inh,Keap1 Nrf2 FP,CAL-PDZ inh HTS,RTF Ca sens act,HTR5A inv ctr,Cardiac RTF inh,V-ATPase pH,OPRM1-OPRD1 inv,MOR-DOR ag
CCOc1cc(NC(=S)NCCCN2CCOCC2)c(OCC)cc1NC(=O)c1cccc(F)c1,3.0,-1.3,-3.2,-0.8,-0.1,-8.4,3.2,0.2,17.1,-3.4
COc1ccc2oc(=O)c(C(=O)C[n+]3cccc(C)c3)cc2c1,-0.3,0.0,-2.2,-1.6,-6.6,0.9,-5.2,-2.5,18.5,-3.6
CCOc1cc(/C=C2\C(=N)N3N=C(N4CCCCC4)SC3=NC2=O)ccc1OC(=O)c1ccco1,1.8,-1.1,0.6,/,9.7,-5.3,-4.4,2.8,4.0,-0.7
CC(=O)Nc1ccc(Nc2cc(C)nc3c(-c4ccc(Cl)cc4)cnn23)cc1,-3.2,-0.2,-0.1,1.5,-4.0,-16.8,4.8,-2.1,5.0,-0.9
Cc1cccc(NC(=O)CCn2cnnn2)c1,-1.4,0.8,-2.7,14.0,-5.2,3.8,-5.2,6.0,-1.5,0.2
O=S(=O)(c1ccc(SCc2ccccc2)nc1)N1CCCC1,-2.9,0.1,-0.8,-5.7,-1.1,7.1,-7.8,1.7,-15.2,3.7
NC(=O)CCC(NS(=O)(=O)c1ccc(Cl)cc1)C(=O)NCc1ccc(Cl)cc1 (configuration not stated),7.7,-0.8,-9.2,-6.0,5.3,-20.5,-6.5,0.2,1.9,-0.3
COc1cccc(-c2nc(CS(=O)(=O)CC(=O)NCCCc3ccccc3)c(C)o2)c1,-1.9,-1.4,0.9,-0.4,-7.0,-12.6,-3.5,-0.3,-3.2,0.6
COCCNC(=O)C(c1ccc(C)o1)N(Cc1cccs1)C(=O)c1snc(C(N)=O)c1N (configuration not stated),-2.7,1.1,-10.9,-1.1,1.5,7.2,-2.4,-1.5,-8.0,1.3
CCOC(=O)c1cnc2c(F)ccc(F)c2c1Sc1ccccc1,2.9,-2.3,-4.3,/,2.2,30.0,1.3,-2.5,8.4,-1.6
Cc1ccc(C(=O)N2CCC3(CC2)Oc2ccc(F)cc2C(=O)C32CC(c3ccccc3)=NO2)s1 (configuration not stated),0.8,-2.0,-2.5,-2.3,13.7,6.3,-4.5,1.4,15.3,-2.7
Cc1csc(NC(=O)c2cnc3ccccc3n2)n1,-1.7,1.4,-2.3,-4.4,-2.4,4.5,2.5,-4.7,11.5,-2.2
CC1CN(Cc2csc(-c3ccc(Cl)cc3)n2)CC(C)O1 (configuration not stated),-2.2,-0.4,-7.6,/,4.8,11.0,-1.4,-0.2,-0.1,0.0
O=C(Oc1ccccc1)c1ccc2nccnc2c1,-2.0,3.0,-4.8,/,-3.9,-0.1,1.1,-0.8,19.5,-4.3
CSc1ncccc1C(=O)Nc1nc2ccc(F)cc2s1,-3.3,-2.3,-6.8,-5.5,-4.4,8.5,1.2,-3.4,5.2,-1.1
CCN1CCN(c2ccc(NC(=O)c3cc4ccccc4cc3OC)cc2C)CC1,4.3,-0.2,-0.8,/,-3.6,-15.7,-22.1,1.0,-7.4,1.4
CCC(Oc1ccccc1)C(=O)Nc1ccc(S(=O)(=O)Nc2cnc3ccccc3n2)cc1 (configuration not stated),2.5,-0.3,-0.7,-6.6,3.8,-7.0,1.6,-0.3,10.3,-1.9
COc1ccc2cc(C(=O)C3CCCN(C(=O)c4cc(=O)n(C)c(=O)n4C)C3)ccc2c1 (configuration not stated),0.4,0.9,-4.0,1.4,3.5,-4.7,2.2,-0.9,11.8,-2.4
Cc1ccccc1NC(=O)CSc1ccc(-c2ccc(-n3cccn3)cc2)nn1,-1.9,2.6,-0.1,2.4,1.9,4.8,9.7,-6.3,6.1,-1.1
Cc1ccc(C)c(OCC(=O)Nc2ccc(N3CCOCC3)cc2N2CCOCC2)c1,3.4,0.3,0.3,-7.3,0.1,-3.9,-3.0,2.9,8.7,-2.2
COc1ccc2c(c1)CCCN2S(=O)(=O)c1ccc(Cl)cc1,3.3,-0.7,-9.4,4.5,-5.6,-12.2,-4.8,2.3,-3.0,0.7
COc1cccc(NC(=O)c2ccccc2NC(=O)c2ccncc2)c1,-4.4,0.6,4.5,-10.4,-0.3,10.8,-4.5,4.8,4.9,-1.2
CCCCC1CCC(C(=O)N(CC(C)C)c2c(N)n(CCCC)c(=O)[nH]c2=O)CC1 (configuration not stated),-5.2,0.7,-2.2,-3.0,-10.5,4.6,-10.1,4.0,-2.9,0.5
O=C(O)c1ccc(CNCc2ccccc2Cl)cc1,4.4,0.1,-3.9,/,-3.0,-12.0,-3.5,-0.6,8.2,-2.0
COCCN(C(=O)c1ccc(C#N)cc1)c1c(N)n(Cc2ccccc2)c(=O)[nH]c1=O,4.6,-2.3,-3.9,/,3.2,-11.4,0.3,0.1,2.9,-0.7
CC1(C)CC(=O)C/C(=N/NC(=O)c2ccc(-c3ccccc3)cc2)C1,7.2,-0.3,3.7,8.4,-3.4,-19.3,-5.9,2.6,-6.3,0.9
CCC(C)NC(=O)c1ccc(COc2ccccc2Cl)cc1 (configuration not stated),1.2,-1.2,-5.3,/,-0.5,-3.2,2.9,3.1,12.4,-2.7
CC(Sc1nn(-c2ccc(F)cc2)c(=S)s1)C(=O)c1c(N)n(C)c(=O)n(C)c1=O (configuration not stated),-0.2,-0.1,-0.2,-4.1,-1.5,0.6,4.6,1.6,-9.4,1.7
CC1(C)C2CCC(C2)C1(C)NC(=O)CNC1CCCCC1 (configuration not stated),-4.7,1.2,-1.4,-3.4,6.4,12.9,-1.9,2.3,8.6,-1.6
CNC(=O)CSc1nnc(-c2ccccc2)n1C,-2.3,-0.4,-4.2,/,4.9,-6.6,-4.0,1.5,12.7,-2.5
COc1ccc(CNC(=O)CS(=O)Cc2nc(-c3ccc(C)cc3)oc2C)cc1 (configuration not stated),-1.0,0.6,-4.5,/,15.0,0.2,-8.2,1.1,5.8,-1.1
CCc1cccc(CC)c1-n1c(SCn2nnc3ccccc3c2=O)nnc1-c1cccnc1,2.3,-2.3,-0.9,-1.1,1.1,1.6,-5.6,-3.9,24.8,-5.6
CCn1c(N)c(C(=O)NCCCOC)sc1=S,1.6,1.2,-0.2,-1.6,10.9,10.4,2.9,-0.4,10.4,-1.8
CCc1cc2c(=O)[nH]c(Cc3ccc(OC)cc3)nc2s1,-5.4,-2.5,0.2,-2.6,-0.1,18.9,-8.2,6.8,-9.0,1.7
Cc1cccc(Cc2nnc(CCC(=O)N(C)CCc3ccccc3)o2)c1,-3.8,1.3,2.8,0.7,-0.5,-15.8,-0.4,5.8,-2.6,0.5
COc1cccc2oc3ccc(C#CC4(N)CCCCC4)cc3c(=O)c12,1.1,-1.4,-4.7,-2.3,4.8,-1.1,9.3,-1.3,-16.5,3.6
